# Tau fibril FP: tau fibrillization inhibition (FP) | K18 P301L tau heparin fibrillization, Alexa594 FP, 6 h | 280,000 compounds, 0.39% hits | Potency, µM (highest dose often 57.7 µM), without a hit: at the highest dose activity, negative = inhibition, actives largely listed as inhibitors | P10636; note: nearly all actives have a fitted effect of over 55% in size
# Target sequence (P10636 561-689 P618L limits assumed): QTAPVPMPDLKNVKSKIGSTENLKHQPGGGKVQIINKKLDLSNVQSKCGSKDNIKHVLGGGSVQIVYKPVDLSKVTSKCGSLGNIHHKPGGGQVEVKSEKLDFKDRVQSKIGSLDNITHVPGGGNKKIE
#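 Steps: dispense K18 P301L tau (15 uM plus 0.24 uM Alexa 594 tracer, final) in pH 7 sodium acetate; add compound; add heparin (20 uM final); incubate 6 hr, 37 C; add ThT (30 uM final); after 1 hr ambient, read FP.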
# L3MBTL1 inh: blocks human L3MBTL1; Q9Y468; AlphaScreen L3MBTL1–H3K9me1 peptide binding; Potency, µM (top dose mostly 57.1 µM), inactives show at the highest dose activity, negative = inhibition, usual class: inhibitors; 230,000 compounds, 0.66% hits; AID 485360; note: nearly all actives have a fitted effect of over 60% in size
# Target sequence (Q9Y468 whole entry, looked up): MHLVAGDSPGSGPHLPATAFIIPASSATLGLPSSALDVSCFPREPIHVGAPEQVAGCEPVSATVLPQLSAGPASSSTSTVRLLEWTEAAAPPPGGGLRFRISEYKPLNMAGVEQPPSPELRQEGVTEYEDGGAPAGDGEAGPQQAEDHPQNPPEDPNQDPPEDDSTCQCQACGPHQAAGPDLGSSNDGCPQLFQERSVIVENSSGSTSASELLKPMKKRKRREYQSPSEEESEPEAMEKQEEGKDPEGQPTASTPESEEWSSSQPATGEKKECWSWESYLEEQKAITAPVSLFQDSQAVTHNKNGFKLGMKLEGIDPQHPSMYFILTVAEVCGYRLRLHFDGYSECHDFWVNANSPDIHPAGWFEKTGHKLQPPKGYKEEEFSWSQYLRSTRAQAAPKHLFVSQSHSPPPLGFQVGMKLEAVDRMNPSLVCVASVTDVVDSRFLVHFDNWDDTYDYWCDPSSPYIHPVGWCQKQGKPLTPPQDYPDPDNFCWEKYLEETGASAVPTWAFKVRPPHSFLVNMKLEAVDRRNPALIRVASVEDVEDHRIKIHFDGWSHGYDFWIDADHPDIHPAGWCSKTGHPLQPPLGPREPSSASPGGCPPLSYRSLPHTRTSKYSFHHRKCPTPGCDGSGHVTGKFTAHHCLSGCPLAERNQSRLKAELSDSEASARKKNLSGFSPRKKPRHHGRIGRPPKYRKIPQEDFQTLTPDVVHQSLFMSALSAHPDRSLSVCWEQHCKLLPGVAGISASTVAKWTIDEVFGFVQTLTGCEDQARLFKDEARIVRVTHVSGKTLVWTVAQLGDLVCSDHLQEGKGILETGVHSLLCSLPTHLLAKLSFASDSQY
#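 L3MBTL1 50 nM + b-AHA-H3(1-15)K9me1 75 nM, 30 min RT; compound added, 30 min RT; streptavidin donor/Ni-chelate acceptor beads 10 ug/mL each final, 30 min RT dark; AlphaScreen read.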
# TexasRed fluor: Texas Red fluorescence interference in TRb-SRC2 counter-screen. Potency, µM (series often up to 106 µM), for inactives: at the top dose fluorescence change, negative = quenching. TRb/SRC2 Texas Red total fluorescence interference. 280,000 compounds, 0.29% hits; active = well fitted curve in either direction with a large enough effect; inconclusive = small, poorly fitted or top-dose-only effect
#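 Human TRβ ligand-binding domain (0.6 uM) and Texas Red SRC2 peptide (20 nM) in Tris buffer with 1 uM T3 and 5% DMSO were incubated with pinned compound for 5 hr at ambient temperature. Total fluorescence was computed as S + 2P (555/632 nm).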
# GLA spleen mod: inhibitors or activators of human alpha-galactosidase in spleen homogenate; Potency, µM (top dose mostly 80 µM), for inactives: top-dose activity change, negative = inhibition, actives largely listed as inhibitors; AID 2107; human spleen homogenate, 4MU-alpha-Gal fluorescence, 40 min; 240,000 compounds, 0.008% hits;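 note: 0% = enzyme with vehicle and -100% = no enzyme basal signal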
#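 Human spleen homogenate (1 ug) was the enzyme source, with 4-methylumbelliferyl-alpha-D-galactopyranoside (1 mM final) in pH 5.0 citrate buffer with 0.01% Tween-20. Compounds were titrated; after 40 min at 37C, NaOH/glycine stop, 4-MU fluorescence read; AC50 from Hill fits.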
# Tau fluor cs: counter-screen for tau fibril formation inhibitors; tau K18 P301L Alexa594 fluorescence, heparin fibrillization; AID 1463; 280,000 compounds, 0.93% hits; Potency, µM (top dose mostly 57.7 µM), for the others: at the top dose activity change, negative = decrease; note: nearly all actives have a fitted effect of over 55% in size
#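 Human tau K18 P301L (15 uM unlabeled, 0.24 uM Alexa 594-labeled) in 100 mM sodium acetate pH 7 with 20 uM heparin, 6 hr at 37 C. ThT 30 uM added, 1 hr ambient; Alexa 594 FP and total fluorescence read at 555/632 nm.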
# Tau ThT inhib: blocks human tau fibril formation measured by thioflavin T; P10636; recombinant tau K18 P301L (four-repeat tau fragment), heparin-induced fibrillization, ThT fluorescence; Potency, µM (top dose mostly 57.4 µM), for the others: at the top dose activity, negative = inhibition, actives largely listed as inhibitors; 270,000 compounds, 2.1% hits; note: nearly all actives have a fitted effect of over 55% in size
#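 Heparin-induced (20 uM) aggregation of recombinant human K18 P301L tau, 15 uM unlabeled with 0.24 uM labeled, pH 7 acetate buffer, 6 hr at 37 C with compound. Fibrils quantified by 30 uM ThT fluorescence after 1 hr ambient incubation.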
# ALDH1A1 inh: inhibitors of human aldehyde dehydrogenase 1A1; P00352; Purified ALDH1A1, NADH fluorescence, propionaldehyde substrate; Potency, µM (highest dose often 75.3 µM), without a hit: top-dose activity, negative = inhibition, most hits filed as inhibitors; 220,000 compounds, 7.3% hits; active = well fitted inhibition curve with a large enough effect, not every such curve was filed as active; inconclusive = small, poorly fitted or top-dose-only effect, or another doubt; inactive = no such curve, though single readings can be large or run the other way;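 note: plate controls were no enzyme wells and a reference inhibitor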
# TRb SRC2 PPI: TRbeta-SRC2 interaction inhibition | TRbeta-SRC2 peptide binding, fluorescence polarization; receptor liganded with 1 µM T3 | Potency, µM (doses to about 106 µM), for the others: top-dose activity change, negative = inhibition, usual class: inhibitors | 280,000 compounds, 0.065% hits;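 note: plate controls were bound peptide for no effect and peptide without receptor for full effect; nearly all actives have a fitted effect of over 50% in size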
#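 Human TRb LBD (0.6 uM) plus Texas Red-labeled SRC2 peptide (20 nM), 1uM T3, 5% DMSO, 5 hr at ambient temperature. Decreased polarization (555/632 nm) flags inhibition; data normalized to free and bound peptide controls.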
# * marks the source's active call; other numbers are inactive results; ? = inconclusive; nt = not tested or not shown; & = joins results of further samples; [ ] = another dose, or the depositor's remark. Unless noted, calls come from the whole dose curve; as a rule, active = well fitted curve in the direction sought with a large enough effect; inconclusive = small, poorly fitted or top-dose-only effect, or another doubt; inactive = no such curve, though single readings can be large; an effect the other way counts as inactive or inconclusive. Unless noted, % is set by controls: 0 for no effect and ±100 for the full control effect; potency is the fitted concentration of half-maximal effect.
mol	Tau fibril FP	L3MBTL1 inh	TexasRed fluor	GLA spleen mod	Tau fluor cs	Tau ThT inhib	ALDH1A1 inh	TRb SRC2 PPI
CC(C)c1ccc(/C=N/n2cnnc2)cc1	-1%	-6%	-1%	9%	0%	-10%	nt	4%
CCOC(=O)C1C(c2ccc3c(c2)OCO3)NC(=O)NC1(O)C(F)(F)F (stereo unspecified)	-5%	nt	2%	-5%	-1%	2%	-14%	-5%
COC(=O)c1ccc[n+](CC(=O)c2ccc(Br)cc2)c1	0%	3%	-2%	0%	1%	-12%	?	1%
O=C(CSc1ncn[nH]1)NCCOc1ccccc1	0%	0%	-3%	-8%	-4%	-7%	6%	0%
CNC(=O)[C@@H](Cc1ccccc1)N(C)C(=O)[C@@H](Cc1ccc2ccccc2c1)N(C)C(=O)/C=C/CC(C)(C)N	-5%	nt	-1%	0%	-4%	-5%	-3%	3%
CC(=O)NC1(C(F)(F)F)C(=O)Nc2c1c(=O)[nH]c(=O)n2CCc1ccccc1 (stereo unspecified)	3%	3%	-2%	2%	-6%	-5%	nt	-5%
COc1ccc(-c2nnc(SCc3nnc(-c4ccc(Cl)cc4)o3)n2-c2ccccc2)cc1	4%	nt	1%	-8%	-11%	-11%	-15%	-11%
CCN(CC(=O)Nc1ccc([N+](=O)[O-])cc1OC)CC(=O)NC(C)(C)C	7%	31%[activator]	-4%	5%	5%	2%	7%	-3%
CCS(=O)(=O)c1ccc(N=Nc2ccc(O)c3ncccc23)c(OC)c1	15%	nt	-6%	5%	?	?	1%	10%
COc1cc2c(cc1NC(=O)C(C)Sc1ccc(NC(C)=O)cc1)oc1ccccc12 (stereo unspecified)	?	-11%	2%	-1%	?	-1%	-3%	-4%
NS(=O)(=O)c1ccc(CCNC(=O)c2ccc(Cn3c(=O)[nH]c4ccccc4c3=O)cc2)cc1	-11%	nt	0%	4%	0%	3%	4%	0%
c1ccc(CCc2nn3c(C4COc5ccccc5O4)nnc3s2)cc1 (stereo unspecified)	-2%	-15%	-2%	-9%	1%	-9%	10µM*	-13%
CCCC(=O)C1=C(c2ccc(C)cc2)N(C(=O)CCC)n2cnnc2S1	-14%	nt	1%	nt	?	16µM*	nt	4%
CSc1nc(SCC(=O)O)c2sc3nc(-c4ccccc4)c4c(c3c2n1)CCC4	-10%	-5%	-7%	2%	-17%	?	nt	6%
Cc1nn(-c2ccccc2)c2c1N(CC(=O)N1CCN(c3ccc(F)cc3)CC1)C(=O)CS2	1%	nt	-2%	nt	-4%	-9%	nt	4%
Cn1c(=O)oc2cc(S(=O)(=O)CCC(=O)NCCc3ccccc3)ccc21	-2%	nt	-6%	nt	-8%	-3%	nt	1%
CCOC(=O)c1ccc(-n2c(=O)[nH]c3ccccc3c2=O)cc1	0%	nt	-1%	9%	-7%	-12%	-1%	-2%
COc1ccc(-c2noc(N3CCC(C(=O)N4CCN(c5ccccc5OC)CC4)CC3)n2)cc1	14%	nt	0%	nt	-19%	?	nt	-7%
COc1cc2c(cc1OC)C(c1ccc(F)cc1)N(c1cccc(C#N)c1)C(=O)C2 (stereo unspecified)	-6%	nt	-27%	nt	-18%	-12%	nt	4%
COc1ccccc1N(CC(=O)Nc1cccc(C(F)(F)F)c1)S(C)(=O)=O	?	7%	-4%	4%	-5%	1%	6%	2%
Cc1cccc(NC(=O)c2ccc(S(=O)(=O)N3CCCCC3)cc2)n1	-3%	nt	-3%	2%	-3%	-2%	nt	2%
O=C(NCc1ccccn1)C1CCN(Cc2cccc(OCc3ccccc3)c2)CC1	-6%	-14%	0%	2%	0%	-3%	-11%	2%
CCN(CC)S(=O)(=O)c1ccc2nc(SC)sc2c1	0%	nt	-3%	4%	-11%	-17%	-2%	-2%
COc1ccc(NS(=O)(=O)c2ccc(NC(=O)N3CCCC3)cc2)cc1	-3%	nt	?	nt	-2%	9%	nt	-18%
CCCc1ccc(OCc2nc(-c3ccc(NC(=O)c4ccco4)cc3)no2)cc1	-11%	-7%	-3%	2%	-19%	?	-5%	-4%
Cc1cc(/C=C2\SC(=S)N(C)C2=O)c(C)n1-c1ccc(O)cc1	?	-4%	2%	0%	8.9µM*[quencher]	6.3µM*	nt	5%
O=C(COc1ccc(Br)cc1CNC1CCCC1)Nc1ccccc1	4%	5%	3%	2%	-6%	2%	-2%	-3%
C=CCNc1nc(=S)[nH]c2cc(OC)c(OC)cc12	-5%	1%	-2%	0%	1%	4%	2%	1%
CC(C)n1nnnc1SCC(=O)NCc1cccs1	-2%	-4%	1%	-12%	-20%	-16%	?	-23%
C=CCOc1ccc(/C=C2\SC(=S)N(CCC(=O)O)C2=O)cc1	5%	-13%	-4%	1%	-5%	?	nt	7%

# Structures shown so far that have a furan ring, fused or not:
mol	Tau fibril FP	L3MBTL1 inh	TexasRed fluor	GLA spleen mod	Tau fluor cs	Tau ThT inhib	ALDH1A1 inh	TRb SRC2 PPI
COc1cc2c(cc1NC(=O)C(C)Sc1ccc(NC(C)=O)cc1)oc1ccccc12 (stereo unspecified)	?	-11%	2%	-1%	?	-1%	-3%	-4%
CCCc1ccc(OCc2nc(-c3ccc(NC(=O)c4ccco4)cc3)no2)cc1	-11%	-7%	-3%	2%	-19%	?	-5%	-4%

# Next records follow.
mol	Tau fibril FP	L3MBTL1 inh	TexasRed fluor	GLA spleen mod	Tau fluor cs	Tau ThT inhib	ALDH1A1 inh	TRb SRC2 PPI
COCCNC(=O)CCc1nc(-c2ccccc2)no1	-3%	11%	0%	0%	9%	8%	2%	-14%
O=S(=O)(c1cccc(-c2csc(N/N=C/c3ccco3)n2)c1)N1CCOCC1	10%	-26%	-3%	-2%	13µM*[quencher]	14µM*	nt	5%
CCOC(=O)c1c(NC(C)=O)c2c3c(sc2n1Cc1nc(-c2cccc(Cl)c2)oc1C)CCCC3	0%	nt	-23%	nt	-17%	-11%	nt	-1%
Cc1ccc(-n2nnnc2CSc2nnc(-c3ccc(O)cc3)o2)cc1	-5%	4%	-9%	4%	-4%	5%	?	1%
COc1ccc(CCNC(=O)c2ccc(Cn3c(=O)[nH]c4cc(OC)c(OC)cc4c3=O)cc2)cc1OC	?	nt	-2%	nt	-27%	-16%	nt	-3%
COc1cc(/C=N/N(C)C)ccc1OC(=O)c1cccs1	11%	-37%	-10%	-13%	-28%	-17%	-4%	-4%
Fc1ccc(Br)cc1C1C=C(c2cccnc2)Nc2ncnn21 (stereo unspecified)	-8%	-2%	-2%	4%	-6%	-8%	-15%	-2%
Cc1ccccc1NC(=O)CSc1nc(=O)n(CCN2CCOCC2)c2c1CCC2	-5%	nt	-1%	nt	-10%	-6%	nt	-4%
CCc1nnc(NC(=O)C2CCCO2)s1 (stereo unspecified)	-3%	9%	-1%	-4%	7%	9%	11%	-6%
O=C(CN1CCc2[nH]c3ccccc3c2C1)N1CCCCC1	3%	nt	-1%	2%	-12%	-14%	?	7%
CC(C)NC(=O)NC(=O)CSc1nnc(COc2ccccc2F)n1C(C)C1CC2CCC1C2 (stereo unspecified)	-14%	-6%	1%	3%	-20%	?	-2%	9%
O=C1C(Cl)=C(NC2CCCCC2)C(=O)N1c1ccc(Cl)cc1	1%	23%	-1%	3%	-5%	-4%	-3%	1%
Cc1nn(CCC#N)c2nc(C(F)(F)F)[nH]c(=O)c12	9%	2%	-1%	-10%	5%	-1%	10%	-17%
O=C(Nc1cccc(F)c1)c1cccc2c1C(=O)N(C1CCCCC1)C2	-7%	nt	0%	nt	-15%	-13%	nt	-4%
O/N=C1\CCCC\C1=C/c1ccccc1	3%	-10%	4%	1%	5%	6%	-2%	7%
Cc1[nH]c2ccccc2c1C(=O)NS(=O)(=O)Nc1ccc(F)cc1	2%	-5%	-2%	0%	-3%	-5%	1%	6%
Cc1cccnc1NC1CCCCC1	4%	24%	1%	0%	-5%	-5%	4%	6%
COc1ccc(-c2nc3n(n2)C(c2ccccc2OC)C(C(=O)Nc2cccnc2)=C(C)N3)cc1 (stereo unspecified)	9%	nt	-5%	nt	-24%	-11%	nt	6%
CCC(C)(C)n1nnnc1C(c1cccs1)N1CCN(c2nc3ccccc3s2)CC1 (stereo unspecified)	-3%	-4%	0%	-2%	-10%	-5%	-11%	-6%
COc1ccc2c(=O)cc(-c3ccccc3)n(C)c2c1	4%	9%	-1%	8%	-3%	-13%	-4%	-5%
Cc1ccc(-n2nnc3c(=O)n(CC(=O)NCc4ccccc4)cnc32)cc1	-16%	7%	-1%	3%	8%	12%	-3%	1%
CC1CCCCC1NC(=O)/C(C#N)=C/c1ccccc1F (stereo unspecified)	0%	-1%	0%	0%	10%	-13%	-7%	-11%
O=C(c1sc2cc(F)ccc2c1Cl)N1CCN(c2cccc(Cl)c2)CC1	-5%	-5%	-9%	-4%	-19%	-14%	-13%	3%
Cc1ccc(C2=Nc3ccccc3SC(c3cccc([N+](=O)[O-])c3)C2)cc1 (stereo unspecified)	4%	-3%	-4%	-6%	-27%	?	nt	-15%
Cc1c2cc(O)c(=O)cc-2oc2cc(O)c(O)cc12	10µM*	2.8µM*	9%&15%	0%&5%	10µM*[quencher]	3.2µM*	?	-13%&21%
c1ccc2[nH]c(C3CC3)nc2c1	6%	1%	0%	1%	17%	11%	15%	-4%
CNC(=S)N1CCC(NC(=O)c2ccco2)CC1	-3%	nt	1%	4%	4%	-2%	nt	1%
CC1CC(C)(C)NC(=S)N1CC(=O)N(C)Cc1ccccc1 (stereo unspecified)	-12%	6%	1%	-9%	-7%	-5%	4%	3%
COC(=O)c1ccc(C(=O)OC)c(NC(=O)CCC(=O)O)c1	0%	3%	0%	4%	0%	-2%	?	-11%
CCOc1ccc(CN2C(=O)c3ccccc3Sc3ccc(C(=O)NC4CCC(C)CC4)cc32)cc1 (stereo unspecified)	-7%	nt	0%	nt	-6%	-5%	nt	1%

# Assay outcomes: PubChem, National Center for Advancing Translational Sciences (NCATS)
